TAG inh – inhibitors of triacylglycerol accumulation. inhibition, % at 12.5 µM. H9c2 cells, Nile Red lipid (TAG) fluorescence; cells loaded with 200 µM oleic acid. AID 651582. 230,000 tested, 0.66% active;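 active = pattern-corrected inhibition of lipid staining of at least 50% with the nuclear-stain viability signal not falling by more than 50%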;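 also: 0% = DMSO wells and 100% = triacsin C control wells; some results filed as inactive read as strong as hits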
TAG inh DAPI viability – second read-out of TAG inh, no call of its own (marks repeat the call); DAPI nuclei signal change (viability), lower = more cytotoxic, %;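 whole-well DAPI fluorescence read on a plate reader as a viability signal; minus 50 percent equals half of cells still viable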
An asterisk follows results filed as active; & = joins results of further samples. The list is partial; rates above refer to the full screens.

canonical_smiles	TAG inh	TAG inh DAPI viability
COc1ccc(-c2cnc3c(NC=O)cc(-c4ccccc4)cn23)cc1OC	42	-36
CC1(C)Cc2c(c(-c3ccco3)nc3sc4c(NCCCO)ncnc4c23)CO1	23	-2
Cc1c(NC(=O)CN2C(=O)NC3(CCC(C)CC3)C2=O)c(=O)n(-c2ccccc2)n1C (configuration not stated)	-2	11
S=C1NCN(Cc2cccnc2)CN1c1cccc(Cl)c1	3	-5
Cc1cc2c(cc1C)NC(=O)CC(C(F)(F)C(F)(F)C(F)(F)F)=N2	10	-3
O=C(COC(=O)c1cc[n+]([O-])cc1)Nc1ccc(Br)cc1	10	-10
O=C(Oc1csc(=S)n1C(=O)c1ccccc1)c1ccccc1	3	0
O=C(Nc1ccccc1-c1ccccc1)C1CCCC1	20	-18
COc1ccc(S(=O)(=O)N2CCN(C(=O)C3CCCO3)CC2)cc1 (configuration not stated)	-12	3
CCOC(=O)c1cccc(NC(=O)CSc2nnc(COc3ccccc3)n2CC)c1	25	6
O=C(NNc1ccc(F)cc1)c1c(F)cccc1Cl	-10	-2
COCCNc1nnc(SCC(=O)NC(=O)c2ccc(Cl)cc2)s1	18	0
CCOC(=O)c1ccc(NC(=O)c2n[nH]c(=O)c3ccccc23)cc1	7	11
Cc1cc2nnc(SC(C)C#N)n2c2ccccc12 (configuration not stated)	-4	6
CCc1ccc(CNC(=O)c2ccc(OC3CCN(C(C)=O)CC3)c(OC)c2)nc1	-15	6
CSc1oc(-c2cccs2)nc1S(=O)(=O)c1ccccc1	-32	-4
Brc1cc2c(cc1C1OCCO1)OCO2	-17	-2
Cc1ccc(OCC(=O)N/N=C\c2ccc(O)c([N+](=O)[O-])c2)c([N+](=O)[O-])c1	11	-4
C[N+]1(C)CC[C@H](OC(=O)[C@@](O)(c2ccccc2)C2CCCC2)C1	-7	6
COCCn1nnnc1CN(Cc1cc2cc(OC)c(OC)cc2[nH]c1=O)C1CCCC1	7	-3
COc1ccccc1N1CCN(C(C)C(=O)N2CC(C)OC(C)C2)CC1 (configuration not stated)	3	0
c1coc(CNc2nc(-c3ccncc3)cs2)c1	16	14
N/C(CN1CCCCC1)=N\S(=O)(=O)c1cc(Cl)cc(Cl)c1	-17	1
CSc1ncnc2c1ncn2CCCN1CCN(c2ccccn2)CC1	5	3
CCOC(=O)C1C(=O)Nc2nc(C)nn2C1c1ccccc1 (configuration not stated)	-8	14
O=C(NN=Cc1ccc(Cl)cc1Cl)c1ccccc1	-12	-1
N#C/C(=C\c1ccco1)C(=O)Nc1ccc(S(N)(=O)=O)cc1	-7	0
Cc1ccc(NC(=O)N2CCN(C)CC2)cc1NC(=O)N1CCN(C)CC1	-1	4
COc1cc(C(=O)N/N=C(\C)c2ccc(NC(=O)Cc3ccccc3)cc2)ccc1O	0	4
Cc1ccc(N2CC(C(=O)Nc3cccc(S(=O)(=O)N4CCOCC4)c3)CC2=O)cc1 (configuration not stated)	7	-8
Cc1cc2oc(=O)cc(CN3CCc4ccccc43)c2cc1Cl	-16	13
COc1ccccc1NS(=O)(=O)c1ccc(C)c(C(=O)NCC(c2ccco2)N(C)C)c1 (configuration not stated)	12	7
S=C(S)OC1CC2CC1C1CCCC21 (configuration not stated)	-10	1
CCCCOC(=O)c1nnc(-c2ccc(Cl)cc2)o1	17	-10
CC(NC(=O)/C(C#N)=C/c1cn[nH]c1-c1ccccc1)c1ccccc1 (configuration not stated)	-6	-6
COCCCn1c(SCC(=O)N2CCOCC2)nc2cc(Cl)ccc2c1=O	2	3
Cc1nn(CC(=O)O)c(C)c1N	-6	4
COc1ccc(CCn2c(=O)[nH]c3cc(C(=O)NCCN4CCOCC4)ccc3c2=O)cc1OC	-19	30
COc1ccc2oc(C(=O)Nc3nc(-c4ccccn4)cs3)c(C)c2c1	17	-7
Fc1ccccc1N1CCN(c2ncnc3[nH]ncc23)CC1	-10	0
COc1cc(/C=C/C(=O)NNC(=O)c2cccc(S(=O)(=O)N(C)C)c2)cc(OC)c1OC	7	-13
CCOC(=O)c1ccc(S(=O)(=O)Nc2ccc3cn[nH]c3c2)cc1	27	1
O=C(C[C@H]1C[C@H](C(=O)N2CCOCC2)[C@@]2(CCC3CCCC3)c3[nH]c4cc(-c5ccco5)ccc4c3CCN2C1=O)NCc1ccco1	19	2
CCC(C)c1ccc(NC(=O)NCc2cccnc2)cc1 (configuration not stated)	-9	-6
O=C(CN1CCN(S(=O)(=O)c2ccc(F)cc2)CC1)Nc1ccc(Cl)cn1	-1	0
Cc1c(NC2(C#N)CCCC2)c(=O)n(-c2ccccc2)n1C	-1	-12
Cc1ccccc1NC(=O)CN1C(=O)NC2(CCCCC2)C1=O	-2	-1
Cc1cccc(NC(=O)CN2CCN(C(=O)c3cc(C4CC4)nn3-c3ccccc3)CC2)c1C	-5	1
COc1cccc(Nc2ccc(-n3ccnc3)nn2)c1	-2	1
CCN(c1ccccc1)S(=O)(=O)c1cccc(C(=O)NCCN2CCOCC2)c1	15	-11
Cc1ccc(CCNC(=O)C2CC(c3cc(C(F)(F)F)cc(C(F)(F)F)c3)=NO2)cc1 (configuration not stated)	11	6
CCN(CC)c1ccc(/C=C(/C#N)C(=O)NC(C)C)o1	3	-1
COc1cccc(NC(=S)N2c3ccccc3CC2C)c1 (configuration not stated)	-17	3
O=C(O)c1cccc(NC(=O)c2cc(S(=O)(=O)N3CCOCC3)cs2)c1	-8	0
CCCCn1c(N)c(N(CCOC)C(=O)C2CC(=O)N(Cc3ccc(C)cc3)C2)c(=O)[nH]c1=O (configuration not stated)	3	-6
O=C(COC(=O)CN1C(=O)C2CCCCC2C1=O)Nc1c(Cl)cccc1Cl (configuration not stated)	-6	7
Cc1ccc(S(=O)(=O)Nc2c(C)nc3nc[nH]n3c2=O)c(C)c1	5	-17
COC(=O)c1ccc(CSc2cc(C)c3cccc(C)c3n2)o1	0	3
CC(NC(=O)c1ccc2c(c1)OCO2)c1cccc(C(F)(F)F)c1 (configuration not stated)	-15	4
Cc1cc(-c2csc(N)n2)c(C)n1C	2	3

(continued)
canonical_smiles	TAG inh	TAG inh DAPI viability
COc1ccc(N2CCN(C(=O)[C@H](Cc3c[nH]c4ccccc34)NC(C)=O)CC2)cc1	12	-5
Cn1c(N)c(C(=O)COC(=O)c2ccc(C(F)(F)F)cc2)c(=O)n(C)c1=O	3	0
O=C(NC(Cc1ccccc1)C(=O)O)/C(=C\c1ccco1)NC(=O)c1ccccc1Br (configuration not stated)	0	4
CC(C)Cc1nnc(NC(=O)CC(=O)Nc2ccccc2C(=O)O)s1	19	-8
CC(=O)NC(CC(=O)OC(C)C(=O)Nc1ccc(Cl)cn1)c1ccccc1 (configuration not stated)	-3	-5
O=C1c2ccccc2C(O)N1Cc1ccccc1Cl (configuration not stated)	-8	3
COc1cccc(OCc2cc(/C=N/NC(=O)c3nc(Cl)c(Cl)c(N)c3Cl)ccc2OC)c1	14	13
O=C1[C@@H]2[C@@H]3C[C@@H]([C@H]4ON=C(c5ccc(OCc6ccccc6)cc5)[C@@H]34)[C@@H]2C(=O)N1c1ccc2c(c1)OCO2	3	-4
O=C(OCC(=O)N(C1CCCCC1)C1CCCCC1)c1ccncc1	-3	4
Cc1ccc(OCCCC(=O)N2CCN(S(=O)(=O)c3cccc(F)c3)CC2)cc1	11	0
CC(=O)Nc1ccc(NC(=O)c2cccc(-c3cc4ccccc4oc3=O)c2)cc1	19	6
Cn1c(SCC(=O)N2CCN(S(=O)(=O)c3ccc(Cl)cc3)CC2)nc2ccccc21	1	-2
CCC(C)(C(=O)NC1CCCCC1)N(C(=O)CC1NC(=O)NC1=O)c1c(C)n(C)n(-c2ccccc2)c1=O (configuration not stated)	13	-12
OCC[C@@H]1NCc2cc(CO)cc(-c3ccccc3)c21	-14	3
Cc1noc(C(=O)NCc2ccccc2)c1Cl	4	-3
Cc1cccn2c(=O)c(C=O)c(N3CCN(c4ccccc4)CC3)nc12	-14	-2
COC(=O)c1cc(NC(=O)C23CCC(C)(C(=O)O2)C3(C)C)cc(C(=O)OC)c1 (configuration not stated)	31	-14
COC(=O)c1c(-c2ccc(SC)cc2)sc2ccc(OC)cc12	-61	9
CCN(C(=S)Nc1cccc2ccccc12)c1ccccc1	68	-85
O=C(N/N=C/c1ccc(N2CCOCC2)cc1)c1ccncc1	-8	-9
Cc1ccc(NC(=O)CSc2nnc(-c3ccco3)c(-c3ccco3)n2)cc1	7	-1
O=C(CN1CCN(Cc2ccccc2F)C1=O)NCCN1CCOCC1	9	6
CC(=O)N=Cc1c(C)c(C#N)c(=O)n(C)c1O	-9	-6
COc1ccc(-c2[nH]ncc2/C=C(/C#N)C(=O)NC2CCCCCC2)cc1	28	4
Cn1cnc2c1c(=O)n(Cc1c(Cl)cccc1Cl)c(=O)n2C	-18	9
O=C(Cn1cccn1)c1ccccc1	-5	1
CCCNC(=O)c1cccc(Cn2nc(C)c(Br)c2C)c1	-3	-3
NC(=O)CN1CCCN(S(=O)(=O)c2ccc(Br)cc2)CC1	-4	17
CCOc1ccc(NC(=O)Cn2c(=O)oc3ccccc32)cc1	3	-13
Cc1ccn2c(C(=O)CSc3ccc(Cl)cc3)c(C)nc2c1	-26	5
N#Cc1cnn2c(=O)[nH]cnc12	-6	2
CN(C)c1ccc(/C=N/NC(=O)c2ccccc2O)o1	7	0
CCOC(=O)c1ccc(N=c2sc(C(=O)OC)cc(=O)n2CCCN2CCOCC2)cc1	13&10	-3&-13
CCOc1ccc(S(=O)(=O)NCc2ccncc2)cc1	-117	6
COc1cc(C(=O)O)c([N+](=O)[O-])c(OC)c1OC	-2	4
COc1cccc(NC(=O)CN(C)S(=O)(=O)/C=C/c2ccccc2)c1	3	-5
C/C=C/C(=O)OCC(=O)Nc1ccc(C)c(S(=O)(=O)N(C)C)c1	16	-2
COc1ccc2c(C(=O)c3ccc(C)cc3)n(CCC(N)=O)[n+]([O-])c2c1	13	-5
COc1cccc(N2C(=O)c3ccncc3C2=O)c1	15	-3
NC(=O)NC(=O)COC(=O)c1ccc(Cl)c(S(=O)(=O)N(Cc2ccccc2)c2ccc(Cl)cc2)c1	-1	-1

Whole records, quoted from the list.
CCCNC(=O)c1cccc(Cn2nc(C)c(Br)c2C)c1 across the screens: TAG inh = -3; TAG inh DAPI viability = -3
CCOC(=O)c1ccc(N=c2sc(C(=O)OC)cc(=O)n2CCCN2CCOCC2)cc1 across the screens: TAG inh = 13&10; TAG inh DAPI viability = -3&-13
Cc1ccc(NC(=O)CSc2nnc(-c3ccco3)c(-c3ccco3)n2)cc1 across the screens: TAG inh = 7; TAG inh DAPI viability = -1

Going on with the list.
canonical_smiles	TAG inh	TAG inh DAPI viability
N#Cc1cnc(N)c(Br)c1	-24	-3
CC(C)=CCC/C(C)=C/CNC(=O)CC1C[C@H](C(=O)N2CCOCC2)[C@@]2(C)c3[nH]c4ccccc4c3CCN2C1=O (some centres not stated)	22	2
CN(Cc1ccccc1)S(=O)(=O)c1ccc(Cl)c(C(=O)N2CCC2)c1	-4	-5
COc1ccc(CNS(=O)(=O)c2ccc(OC)cc2)cc1	5	1
CCCc1[nH]nc2c1C(c1ccc(OCCN3CCOCC3)c(OC)c1)C(C#N)=C(N)O2 (configuration not stated)	0	7
CCN(C[C@H]1N[C@@](Cc2ccccc2)(C(=O)OC)[C@H]2C(=O)N(Cc3ccccc3)C(=O)[C@@H]12)S(=O)(=O)c1ccc(OC)cc1	8	-9
O=C(CNC(=O)C1CCCCC1)OCC(=O)c1ccc(Br)cc1	2	-1
CCOc1ccc(-c2nc(C#N)c(N3CCCCCC3)o2)cc1	7	8
COc1ccccc1CN(C)C(=O)c1ccccc1SCC(=O)N1CCCC1	8	-10
Cn1ccnc1SCC(=O)Nc1nc2ccccc2s1	-1	7
CCCNC(=O)c1ccc2c(c1)C1C3CCC(C3)C1C(c1ccccc1)N2 (configuration not stated)	-96	0
CCCCn1c(=O)[nH]c(=O)c2c1nc(-c1ccsc1)n2Cc1ccccc1	-5	0
COc1ccccc1C(=O)NCCC(=O)Nc1ncccc1C	-4	-3
COc1ccc(-c2cc(CNS(=O)(=O)c3ccccc3)on2)cc1	12	-14
O=C(NCc1ccccn1)c1cc(S(=O)(=O)N2CCCCCC2)ccc1Cl	-1	12
O=[N+]([O-])c1cccc(C2=NC(c3ccccc3)CO2)c1 (configuration not stated)	1	1
Cc1ccc(CN2CCN(C(=O)CCc3ccccc3)CC2)cc1	-8	3
COc1ccccc1N1C(=O)C2C(c3ccc(F)cc3)NN(C(=O)c3ccc(C)cc3)C2C1=O (configuration not stated)	-7	3
